Screening results as filed in PubChem BioAssay.
NPYLR7 agonist: agonists of mosquito NPYLR7 receptor, primary screen, cell-based, Aedes aegypti, calcium fluorescence, mosquito biting behavior; Aedes aegypti neuropeptide Y-like receptor 7 (NPYLR7); AID 1259423, 2018; HEK293T NPYLR7/Galpha15, GCaMP6s calcium fluorescence; activation, % at 10 µM; actives 0.15% (n = 270,000); in the data active = activation above about 40%;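 note: 0% = vehicle and 100% = reference agonist at the receptor; some compounds past the cut are filed as inactive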
mcGAS inh: cyclic GMP-AMP synthase inhibitors, mouse, primary biochemical chemiluminescence; Q8C6L5; recombinant cGAS, Kinase-Glo ATP depletion luminescence; inhibition, % at 12.5 µM; actives 0.15% (n = 160,000); AID 1259399, 2018;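 note: 0% = negative control wells and 100% = reference inhibitor with no enzyme activity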
hcGAS lum: Primary biochemical luminescence assay for human cyclic GMP-AMP synthase inhibitors; actives 0.081% (n = 290,000); inhibition, % at 12.5 µM; recombinant h-cGAS, ATP depletion, Kinase-Glo luminescence;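 note: 0% = vehicle reaction and 100% = reaction without DNA for no activity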
Target sequence (Q8N884 whole entry, looked up): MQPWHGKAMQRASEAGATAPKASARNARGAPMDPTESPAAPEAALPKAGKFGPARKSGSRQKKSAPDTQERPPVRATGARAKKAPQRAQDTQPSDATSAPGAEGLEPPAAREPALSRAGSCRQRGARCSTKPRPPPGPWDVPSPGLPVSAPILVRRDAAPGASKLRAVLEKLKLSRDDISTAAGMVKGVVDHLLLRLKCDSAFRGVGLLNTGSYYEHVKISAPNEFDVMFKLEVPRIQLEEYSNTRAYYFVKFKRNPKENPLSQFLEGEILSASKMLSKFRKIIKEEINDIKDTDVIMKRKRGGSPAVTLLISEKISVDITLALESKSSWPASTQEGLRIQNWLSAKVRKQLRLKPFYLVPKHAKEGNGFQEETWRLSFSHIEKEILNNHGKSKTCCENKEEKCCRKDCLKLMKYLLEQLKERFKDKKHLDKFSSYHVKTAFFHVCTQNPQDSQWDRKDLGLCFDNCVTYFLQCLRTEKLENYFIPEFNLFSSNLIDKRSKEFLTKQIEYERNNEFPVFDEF
The depositor's hits bear a star; nt = not tested or not shown; & = joins results of further samples. Cut-off read from the data, not from the text of the source, unless noted: active = inhibition above about 40%; inactive = the rest.

SMILES | NPYLR7 agonist | mcGAS inh | hcGAS lum
Cn1ccc(CN2CCCC2c2ccccc2)cc1=O (stereo not given) | -4 | nt | -8
CC1(C(=O)NS(=O)(=O)c2ccccc2)CCN1C(=O)Cc1ccsc1 (stereo not given) | 0 | nt | 17
CNC(=O)c1cc(S(=O)(=O)N2CCC3(CCCO3)CC2)cs1 | 4 | -10 | -3
COc1cc(OC)cc(C(=O)N2CCC[C@H]2C(=O)OCCc2ccc(OC)c(OC)c2)c1 | -4 | -4 | -8
CNC(=O)CN1C(=O)NC(CC(C)C)C1=O (stereo not given) | 6 | -9 | -13
CC1=C[C@@H](CNS(=O)(=O)c2ccc(F)cc2)[C@H](C(C)C)C[C@H]1CC(=O)NCCN1CCOCC1 | -11 | -5 | -3
COC(=O)[C@]1(C)N[C@H](c2ccc(C#CC(C)(C)O)cc2)[C@@H]2C(=O)N(C)C(=O)[C@@H]21 | 13 | nt | -1
Cc1ccccc1CN1CCCC(C(=O)Nc2ccccc2Oc2cccnc2)C1 (stereo not given) | 2 | nt | -8
CCOC(=O)c1c(NC(=O)C(C)C)c(-c2cccc(F)c2)cn1Cc1ccccc1 | 4 | -6 | -4
CCS(=O)(=O)N1CCCC1c1ccccc1Br (stereo not given) | 2 | nt | -8
O=C(COc1ccccc1)N(CC(=O)N1c2ccccc2-n2cccc2C1c1cccc(Cl)c1)C1CC1 (stereo not given) | -2 | -6 | -3
OCC1CCCCC1Nc1ncc(Br)cn1 (stereo not given) | 1 | nt | -8
O=C(NCc1ccccc1)c1cccc(OC2CCN(C3CCSCC3)CC2)c1 | 8 | -9 | -6
CCC(C(=O)N1CCC2(CCC(=O)N(CCO)C2)CC1)n1cccn1 (stereo not given) | nt | -6 | -12
COC(=O)CC(=O)N[C@H](Cc1ccccc1)C(=O)N1CCC(C(=O)N2CCOCC2)CC1 | 27 | -6 | -3
CC(C)NC(=O)c1coc(CN(Cc2ccc(F)cc2)Cc2ccc(C(F)(F)F)cc2)n1 | -8 | 1 | 0
CC(C)C(Sc1n[nH]c(COc2ccc(Cl)cc2)n1)C(=O)N(C)C (stereo not given) | -5 | -17 | -8
CCOc1c(C)cnc2c1c(=O)n(CC(=O)N1CCN(c3ccccc3)CC1)c(=O)n2C | 1 | -7 | -6
O=C(NCc1ccc2c(c1)OCO2)c1cccnc1N1CCN(C(=O)NCc2ccc(Cl)cc2)CC1 | 19 | -9 | -12
COCc1cc(C)nc(N/N=C\c2ccc(I)cc2)c1C#N | -23 | 4 | 2
COc1ccc(C(=O)NCCn2ncc3c(N4CCOCC4)nc(SC)nc32)cc1 | nt | -5 | -3
Nc1nnnn1/N=C\c1ccc(-c2ccc(F)c(Cl)c2)o1 | -8 | -6 | -3
CCOc1ccc(Nc2ncccc2C(=O)N2CC(C)OC(C)C2)cc1 (stereo not given) | -5 | nt | 8
COCC(=O)N1CCN(c2nc(CC(C)C)nc3c2cnn3-c2ccccc2)CC1 | 0 | -3 | -3
Cn1c(=O)[nH]c(=O)c2c1nc(N1CCN(Cc3ccccc3)CC1)n2Cc1ccc(F)cc1 | -9 | nt | -6
C=CCN(CC1CC(c2ccc(Cl)cc2)=NO1)C(=O)NC(C)C (stereo not given) | nt | -5 | -1
Cc1cccc(C(C(=O)NCc2[nH]cc(C)c(=O)c2C)N(C)C)c1 (stereo not given) | 13&15 | nt | -3&2
O=S(=O)(NCCn1ncc2c(N3CCOCC3)ncnc21)c1ccccc1 | 1 | nt | -3
COc1ccc(C(C)=O)cc1Cn1c(C)c(C(=O)NCCC#N)sc1=O | 12 | nt | -9
COc1ccccc1C(=O)NCC1CCN(C2CCCCCC2)C1 (stereo not given) | 2 | nt | -2
COc1cc(-c2nc3ccccn3c2NC2CCCCC2)ccc1OC(=O)c1ccc([N+](=O)[O-])cc1 | -3 | -3 | 2
CCCN(CCC)c1nc(N2CCOCC2)nc(N2CCOCC2)n1 | -6 | 0 | 3
Cn1cc(C(CC(=O)NCc2ccc(F)cc2)c2ccc(Cl)cc2)c2ccccc21 (stereo not given) | nt | -10 | -15
COc1ccc(C)cc1N1C(=O)C(c2c(-c3ccccc3)[nH]n(C)c2=O)=C(N2CCCC2)C1=O | 1 | -3 | 13
N#Cc1cccc(C(=O)Nc2ccc(S(=O)(=O)NC3=NCCCCC3)cc2)c1 | 2 | nt | -6
O=C(c1ccco1)N(Cc1c(-c2ccccc2F)noc1N1CCOCC1)CC1CCCO1 (stereo not given) | 7 | -6 | -2
COCCOc1nc(-c2ccc(Cl)c(Cl)c2)n(-c2cccc(NC(=O)c3ccco3)c2)n1 | 18 | -5 | 3
CN(C)C(=O)N1CCN(C(=O)CNC(=O)C(C)(C)C)CC1 | 5 | -6 | -7
CCCC(=O)Nc1cccc(NC(=O)c2ccccc2Br)c1 | -1 | -7 | -6
CC(C)Cc1noc(CONC(=O)C(C)(C)c2ccccc2)n1 | 10 | nt | -10

Results in hcGAS lum and mcGAS inh, for some of the entries so far:
| SMILES | hcGAS lum | mcGAS inh |
| --- | --- | --- |
| COc1ccc(C)cc1N1C(=O)C(c2c(-c3ccccc3)[nH]n(C)c2=O)=C(N2CCCC2)C1=O | 13 | -3 |
| CCCN(CCC)c1nc(N2CCOCC2)nc(N2CCOCC2)n1 | 3 | 0 |

Following part:
SMILES | NPYLR7 agonist | mcGAS inh | hcGAS lum
CCC1CN(Cc2cccc(CN3CCOCC3)c2)CCN1C(C)C (stereo not given) | -4 | nt | -8
CCOC(=O)C1(CCCc2ccccc2)CCN(C(=O)CSC)CC1 | 16 | nt | -7
COc1ccc(CN2CCN(Cc3ccc(Cl)cc3)CC2CCO)cc1C (stereo not given) | 5 | nt | 0
O=C(Cc1ccccc1)Nc1c(-c2cc(F)ccc2F)nc2ccccn12 | -4 | -8 | -6
CCOC(=O)c1cc(-c2ccccc2)sc1NC(=O)c1ccc(C(C)(C)C)cc1 | 4 | -1 | -2
CCOC(=O)c1ccc(NC(=O)N2CCN(c3c4c(nc5ncnn35)CCCC4)CC2)cc1 | 21 | -5 | -1
CCOC(=O)C(C)Sc1nc2c(c(=O)n1-c1ccc(OCC)cc1)SCC2 (stereo not given) | -2 | -10 | -4
O=C1c2nccnc2C(=O)N1c1ccc(Br)cn1 | 8 | -5 | -4
O=c1n(CCCc2ccccc2)nc(C2CCCNC2)n1-c1ccccc1 (stereo not given) | 8 | -11 | -4
CCOC(=O)Cn1nc(-c2ccccc2)c2ccccc2c1=O | 2 | -6 | -5
CS(=O)(=O)c1cccc(-c2ccc3nnc(-c4cccc(C(F)(F)F)c4)n3c2)c1 | 3 | -8 | -7
COCC(=O)Nc1cc(-c2ccco2)nn1-c1ccc(C(F)(F)F)cc1 | 9 | -8 | -18
Cc1cc(C)n(-c2ccc(C(=O)NCCc3ccccc3F)cc2)n1 | 0 | -3 | -5
CCn1c(-c2ccccc2OC)nn(CN2CCc3sccc3C2)c1=S | -1 | nt | -7
O=C(NCC1CCCO1)c1cnn(CC(F)(F)F)c1-c1ccccc1 (stereo not given) | nt | -6 | -4
C1CCC(n2nc(C3CCOCC3)nc2-c2n[nH]c3c2CCC3)CC1 | nt | -4 | -6
Cc1c(Cl)cccc1N1CN(C(=O)CN(Cc2ccco2)C(=O)c2ccccc2)CC1=O | 10 | -5 | -5
O=C(CSc1ccc2nnc(-c3cccnc3)n2n1)N1CCC(Sc2ccc(F)cc2)CC1 | -10 | -1 | -2
COc1ccc(-n2nc(-c3ccccc3)cc2NC(=O)c2ccc(F)c(F)c2)cc1 | -6 | -5 | 0
Cc1cc2oc(=O)cc(C)c2cc1NC(=O)c1c(C)nc2ncccn12 | -3 | nt | -5

Reprinted from the results shown for reference:
SMILES | NPYLR7 agonist | mcGAS inh | hcGAS lum
CCOC(=O)c1cc(-c2ccccc2)sc1NC(=O)c1ccc(C(C)(C)C)cc1 | 4 | -1 | -2
CCOC(=O)c1ccc(NC(=O)N2CCN(c3c4c(nc5ncnn35)CCCC4)CC2)cc1 | 21 | -5 | -1
CCOC(=O)C(C)Sc1nc2c(c(=O)n1-c1ccc(OCC)cc1)SCC2 (stereo not given) | -2 | -10 | -4
O=C1c2nccnc2C(=O)N1c1ccc(Br)cn1 | 8 | -5 | -4
O=c1n(CCCc2ccccc2)nc(C2CCCNC2)n1-c1ccccc1 (stereo not given) | 8 | -11 | -4
CCOC(=O)Cn1nc(-c2ccccc2)c2ccccc2c1=O | 2 | -6 | -5
CS(=O)(=O)c1cccc(-c2ccc3nnc(-c4cccc(C(F)(F)F)c4)n3c2)c1 | 3 | -8 | -7
COCC(=O)Nc1cc(-c2ccco2)nn1-c1ccc(C(F)(F)F)cc1 | 9 | -8 | -18
Cc1cc(C)n(-c2ccc(C(=O)NCCc3ccccc3F)cc2)n1 | 0 | -3 | -5
CCn1c(-c2ccccc2OC)nn(CN2CCc3sccc3C2)c1=S | -1 | nt | -7
O=C(NCC1CCCO1)c1cnn(CC(F)(F)F)c1-c1ccccc1 (stereo not given) | nt | -6 | -4
C1CCC(n2nc(C3CCOCC3)nc2-c2n[nH]c3c2CCC3)CC1 | nt | -4 | -6
Cc1c(Cl)cccc1N1CN(C(=O)CN(Cc2ccco2)C(=O)c2ccccc2)CC1=O | 10 | -5 | -5
O=C(CSc1ccc2nnc(-c3cccnc3)n2n1)N1CCC(Sc2ccc(F)cc2)CC1 | -10 | -1 | -2
COc1ccc(-n2nc(-c3ccccc3)cc2NC(=O)c2ccc(F)c(F)c2)cc1 | -6 | -5 | 0
Cc1cc2oc(=O)cc(C)c2cc1NC(=O)c1c(C)nc2ncccn12 | -3 | nt | -5

More records.
SMILES | NPYLR7 agonist | mcGAS inh | hcGAS lum
CC1Cc2nc(SCC(=O)c3ccccc3)n(-c3ccc(F)cc3)c(=O)c2S1 (stereo not given) | 5 | nt | -4
CCCc1nc(C(=O)NCC2(O)CCCNCC2)cs1 (stereo not given) | nt | 0 | 5
O=C(c1ccc(Cl)cc1)c1ccc(OS(=O)(=O)N2CCOCC2)cc1 | 0 | nt | 3
O=C1CCC(C(=O)N2CCC3(C=Cc4ccccc43)CC2)CN1CCN1CCOCC1 (stereo not given) | 4 | nt | -5
CC(C)CN(CC#N)c1c(N)n(CC(C)C)c(=O)[nH]c1=O | 7 | nt | -8
COc1cccc(CC(C2CCN(C(=O)C3=CCCC3)CC2)N(C)C(=O)c2ccco2)c1 (stereo not given) | -2 | -23 | -3
COc1ccc(CN(CCN2CCOCC2)C(=O)c2ccccc2F)cc1OCc1nc(CO)cs1 | nt | -5 | -4
COc1ccc2sc(C(=O)NCc3cccc(OC(F)F)c3)c(Cl)c2c1 | 3 | -5 | -3
CCOc1ccc(CC(=O)Nc2ccccc2C)cc1 | -1 | -8 | -8
O=C(C1CCCCC1)N1CCC(Cc2ccc(-c3ccccc3)cc2)CC1 | 1 | -7 | -2
CCCc1nnc2c(C(=O)NCCSCc3ccccc3)cccn12 | -5 | 1 | -2
CC(CS(C)(=O)=O)C(=O)Nc1ccccc1CCC(F)(F)F (stereo not given) | -2 | nt | 0
CNC(=O)[C@@H]1[C@@H](OC(=O)Nc2ccccc2)C(=O)N(C)C12CCN(C(=O)c1cccc(C#N)c1)CC2 | 27 | -5 | -6
Cc1cc(=S)n2ccsc2n1 | -4 | nt | 1
Cc1ccc(COc2ccc(/C=N\NC(=O)CN3CCCCC3)cc2)cc1 | -5 | nt | -1
CNc1ccc(Br)c2c1C(=O)c1ccccc1C2=O | -6 | -5 | 9
COCc1cccc(NC(=O)NCC(C)(C)SC)c1 | -1 | nt | 4
O=C(c1c(C(F)(F)F)ccc(Cl)c1F)N1CCN(c2nccc(-c3ccco3)n2)CC1 | 3 | -7 | -5
COCCCN(CC(=O)N1CCc2sccc2C1c1ccc(OC)cc1)C(=O)COCc1ccccc1 (stereo not given) | 16 | -4 | -6
CCC(C)NC(=O)c1cc(NC(=O)C2C[C@H]2c2ccccc2)ccc1N1CCCCC1 (stereo not given in full) | -4 | -4 | -8
CSCc1nnc(SCc2c(C)nn(C)c2Cl)o1 | 4 | nt | -19
Cc1ccc(/C=C/C(=O)N2CCN(C(=O)c3c[nH]c(=O)[nH]3)CC2)cc1 | 4 | nt | -8
CNC(=O)N1CCCC(CCc2nnc(C3CCOCC3)o2)C1 (stereo not given) | nt | -5 | -7
CC(=O)Nc1cnn(-c2ccc(C(=O)N3CCC(c4ccccc4Cl)C3)cc2)c1 (stereo not given) | 16 | -13 | -6
COc1cccc(NC(=O)N2CC(O)CC2C2CCCCC2)c1 (stereo not given) | 6&16 | -19 | -18&-7
N#CCCN(C(=O)CCN1C(=O)CCNC1=S)C1CC1 | 14 | nt | -9
COc1cc(CN2CCN(C(C)C)C(CCO)C2)ccc1OCc1ccccc1 (stereo not given) | 10 | -12 | -7
O=C(CCC1CCCC1)N1CCN(C2c3ccccc3CCc3ccccc32)CC1 | -1 | -7 | -6
Cc1ccc(-c2cn3ccsc3n2)cc1 | 5 | nt | -10
CC1CN(C(=O)CCN2CCc3sccc3C2c2ccccc2)CCN1C(=O)c1ccc(Cl)cc1Cl (stereo not given) | 3 | 3 | 1
COc1cc(-c2ccnc(N3CCN(C(=O)c4ccc(F)c(Cl)c4)CC3)n2)cc(OC)c1OC | -1 | -5 | -1
Oc1cccc(N=Cc2c[nH]c3ccc(Br)cc23)c1 | 8 | -3 | -1
COc1ccc(-c2cc(C(=O)NC(C)CCc3ccccc3)n(-c3ccccc3)n2)cc1 (stereo not given) | -1 | -2 | -3
